M. tuberculosis GlmU – inhibition of mycobacterial GlmU enzyme – biochemical, glucosamine-1-phosphate acetyltransferase (AID 1376); hit rate 0.25% among 220,000; M. tuberculosis GlmU acetyltransferase enzyme assay; higher % means a stronger effect; inhibition, %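 (tested at 30 µM in the primary screen)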; hits with a dose series show IC50 in µM; in the data active = inhibition above about 13%;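 note: 0% = complete reaction with vehicle and 100% = reaction without substrate; strong numbers were not always called active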
Mtb RmlCD inh – blocks M. tuberculosis RmlC and RmlD coupled enzymes; P9WH09+P9WH11; RmlC+RmlD coupled enzyme assay, percent inhibition; primary screen in compound mixtures; inhibition, % at 3.6 µM; hit rate 0.03% among 160,000; in the data active = inhibition mostly above about 34%, no sharp cut-off; note: some results filed as inactive read as strong as hits
Target sequence (P9WH09 whole entry, looked up): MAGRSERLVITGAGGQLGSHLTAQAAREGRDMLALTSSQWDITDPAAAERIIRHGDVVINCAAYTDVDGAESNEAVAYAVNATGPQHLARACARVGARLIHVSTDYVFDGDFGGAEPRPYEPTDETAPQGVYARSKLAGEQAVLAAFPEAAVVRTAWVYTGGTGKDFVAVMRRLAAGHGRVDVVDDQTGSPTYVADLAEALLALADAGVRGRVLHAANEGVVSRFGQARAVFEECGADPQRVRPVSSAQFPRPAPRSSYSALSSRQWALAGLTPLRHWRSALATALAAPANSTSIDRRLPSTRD
Target sequence (P9WH11 whole entry, looked up): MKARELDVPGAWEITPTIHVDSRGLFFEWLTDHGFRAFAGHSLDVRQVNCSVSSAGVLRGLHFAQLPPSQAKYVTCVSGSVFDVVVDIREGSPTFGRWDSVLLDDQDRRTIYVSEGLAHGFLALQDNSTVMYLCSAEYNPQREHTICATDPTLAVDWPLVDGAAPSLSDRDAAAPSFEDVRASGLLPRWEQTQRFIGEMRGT
Active calls of the source: *; . = no result given.

mol | M. tuberculosis GlmU | Mtb RmlCD inh
Cc1occc1C(=O)NCc1ccco1 | 1.9% | -5
CC12CCC(C)(c3nc4ccccc4nc31)C2(C)C | 0.6% | .
CC(=O)c1sc(NC(=O)c2ccccc2)nc1-c1ccccc1 | -2.0% | 2
CCN(CC)C(CNS(=O)(=O)c1ccc(Cl)cc1)c1ccccc1 (stereo not given) | -1.2% | 3
O=C(/C=C/c1ccccc1)NCCc1cnc[nH]1 | 1.0% | 6
CCn1cc(C(=O)NCCOC)c(=O)c2ccc(C)nc21 | 3.0% | -28
O=C(Nc1ccc(F)cc1)Nc1ccc(Cl)cn1 | -1.1% | 3
COc1ccc(C2SCC(=O)Nc3c2c(C)nn3-c2ccccc2)cc1OC (stereo not given) | -2.6% | .
CC1(C)CC(=O)c2sc(NC(=O)C3COc4ccccc4O3)nc2C1 (stereo not given) | 2.7% | -9
Cc1cc(C)cc(NC(=O)C2CCCN(c3nc(C)cc(C)n3)C2)c1 (stereo not given) | 3.8% | 13
O=C(Cn1c(-c2cscn2)nc2ccccc21)Nc1ccc2ccccc2c1 | -5.2% | -6
Cc1noc2ncnc(Sc3ccccc3Cl)c12 | -3.7% | 0
COc1cccc(C2CC(=O)N3CN(c4cccc(Cl)c4C)CSC3=C2C#N)c1OC (stereo not given) | 8.0% | 9
O=P(O)(CN1CCCCCC1)C1Cc2ccccc2C1 | -2.8% | -13
CCOc1ccccc1CN1CCN(Cc2ccc(C)o2)C(CCO)C1 (stereo not given) | 0.8% | -12
CCN(CC)C(=O)CN(C#N)c1nc(Cl)nc(N(C)C)n1 | 8.0% | 6
CC(C)(C)NC(=O)c1cccc(NC(=O)Cc2cccs2)c1 | -0.9% | -13
COC(=O)C1=C(N)Oc2cc(C)[nH]c(=O)c2C1c1ccc(Cl)cc1 (stereo not given) | -6.3% | .
Cc1cccc(N2CN(Cc3ccco3)CNC2=S)c1C | 2.3% | 0
Brc1cccc(-c2nnc3sc(CN4CCC5(CC4)OCCO5)cn23)c1 | 5.6% | .
CN1CCC(=NNC(=O)C(=O)NCc2ccccc2)CC1 | -1.0% | -8
Cc1noc(C)c1C(=O)Nc1ccc(F)cc1F | -2.9% | .
CCCS(=O)(=O)c1c(S(=O)(=O)CCC)c2ccc(C(N)=O)cn2c1C(=O)c1ccc(F)cc1 | -5.1% | 3
C=CCn1c(SCC(=O)NC(=O)NC2CCCC2)nnc1C1CCCCC1 | -5.2% | .
NC(=O)COC(=O)c1ccc(Cl)c(S(=O)(=O)N2CCCCCC2)c1 | -3.1% | -11

A different layout for some results above:
> COc1cccc(C2CC(=O)N3CN(c4cccc(Cl)c4C)CSC3=C2C#N)c1OC (stereo not given)
- M. tuberculosis GlmU: 8.0%
- Mtb RmlCD inh: 9

> O=P(O)(CN1CCCCCC1)C1Cc2ccccc2C1
- M. tuberculosis GlmU: -2.8%
- Mtb RmlCD inh: -13

New compounds follow.
mol | M. tuberculosis GlmU | Mtb RmlCD inh
O=C(NCc1nc2ccccc2[nH]1)C1=C[C@H](C2CCCCC2)C[C@H](OCc2ccc(CO)cc2)O1 | -2.1% | .
COCCn1c(CN2CCC(Cc3ccccc3)CC2)nc2c1c(=O)n(C)c(=O)n2C | 1.4% | 6
FC(F)(F)c1ccc(Oc2ccc3ccccc3c2Br)nc1 | -2.3% | 15
COC(=O)NNC(=O)c1cccc(C)c1 | -1.1% | 3
CCOC(=O)N1CCN(c2nc(C)c3c(n2)CCCC3=O)CC1 | 5.2% | -125
COc1ccc(C(O)(C(=O)NNc2ccc(C)cc2)c2cccs2)cc1 (stereo not given) | -1.0% | .
C=CCn1c(SCc2ccc(C#N)cc2)nnc1-c1ccccc1 | 6.3% | 14
Cc1cccc(OCc2nc(C#N)c(NCc3ccc4c(c3)OCO4)o2)c1 | -0.1% | -4
Cc1ccc(C)c(-n2nnnc2SCC(=O)Nc2c(C)n(C)n(-c3ccccc3)c2=O)c1 | -1.8% | -12
O=C(Cc1csc(Nc2nc(=S)[nH]c3ccccc23)n1)NCc1ccc(Cl)cc1 | -2.1% | 3
O=C(N/N=C/c1ccco1)c1cc(-c2ccc(Cl)s2)[nH]n1 | -4.2% | 4
O=C(CNC1=NCCC1)c1ccc2c(c1)OCCO2 | -3.7% | 6
CCOc1ccc(Nc2nc3c(c(=O)[nH]2)CCC3)cc1 | 0.5% | -4
N=C1C(=O)OCC1c1ccccc1NC(=O)CN1CCOCC1 (stereo not given) | -2.2% | 8
Cc1ccc(C)c(NC(=S)NCc2ccc3[nH]c4c(c3c2)CCCC4)c1 | -3.1% | .
CCC(=O)OC1(c2ccccc2)C(C)CN(C)CC1C (stereo not given) | -2.5% | -14
O=C(COc1ccc(Cl)cc1)NCCC1=CCCCC1 | -8.0% | -2
Cc1[nH]c2ccccc2c1C(=O)CN1CCC(C(N)=O)(N2CCCCC2)CC1 | 1.0% | -13
CC(C)c1nc2sc3ccccc3c(=O)c2c(=O)n1Cc1ccccc1 | 2.5% | -11
CC1=NN(c2ccccc2)C(=O)C1C(=O)c1ccc(Cl)cc1 (stereo not given) | . | 3
CCC(C(=O)NCCC1=CCCCC1)c1ccccc1 (stereo not given) | -4.5% | .
COc1cccc(-c2cc(C(F)(F)F)nc(-n3cncn3)n2)c1 | 7.3% | -10
COc1ccccc1-n1c(=O)c2c3c(sc2n2c(SC)nnc12)CCC3 | 3.5% | .
O=S(=O)(/N=C(\c1ccccc1)N1CCOCC1)c1ccc(Cl)cc1 | -0.7% | 10
Cc1csc(NC(=O)Cn2nc(C)c([N+](=O)[O-])c2C)n1 | -2.4% | .
CNC(=S)NNC(=O)COc1ccccc1C | 6.2% | .
C/C(=N\NC(=S)NC(C)C)c1ccccc1 | 0.2% | -11
O=C(COC(=O)[C@@H]1CC(O)CN1S(=O)(=O)c1ccccc1[N+](=O)[O-])Nc1ccc2ccccc2c1 (stereo not given in full) | -0.4% | 6
Cn1c(=O)cc(OCCCC(=O)NCc2ccc3c(c2)OCO3)c2ccccc21 | -3.2% | 9
O=C(N/C(=C\c1ccco1)C(=O)N1CCCC1)c1cccs1 | 5.6% | 22
CCc1nnc(NC(=O)C2Cc3ccccc3CN2S(=O)(=O)c2cccs2)s1 (stereo not given) | 8.5% | .
COc1cccc(C2NC(=O)NC(O)(C(F)(F)F)C2C(=O)c2cccnc2)c1OC (stereo not given) | 0.7% | 1
NC(=O)c1nn(CC(=O)Nc2ccc3c(c2)OCO3)cc1[N+](=O)[O-] | -3.9% | 2
O=c1ccn(CCCBr)c(=O)[nH]1 | -1.3% | 14
N#Cc1cc(C(=O)Cc2ccccc2)c[nH]1 | 1.9% | .
C=CCNC(=O)c1ccc2nc(-c3ccccc3)c(-c3ccccc3)nc2c1 | 1.3% | 13
COC(=O)CN(c1ccccc1C)S(C)(=O)=O | 1.0% | .
O=c1cc(-c2ccco2)oc2ccc(Cl)cc12 | -1.7% | -2
CC(C)(C)c1ccc(/C=C/C(=O)N2CCc3ccccc3C2)cc1 | -1.4% | 7
COC(=O)CCn1nc(-c2ccc(Cl)cc2)c2ccccc2c1=O | -3.6% | -1
COc1ccc(C(=O)CN2C(=O)NC(C)(c3ccc(C)cc3)C2=O)cc1OC (stereo not given) | -2.8% | .
COCOc1cc(O)c(C(=O)/C=C/c2ccccc2)c(OCOC)c1 | -4.9% | .
O=C(CCc1nnc(CCCc2ccccc2)o1)NCCN1CCOC1=O | -4.3% | 13
COC(=O)CN(c1ccccn1)S(=O)(=O)c1ccccc1 | -0.4% | -3
CCCNS(=O)(=O)c1ccc(OCC(=O)N(C)Cc2ccccc2)cc1 | 5.1% | 8
COc1ccc([N+](=O)[O-])cc1N(CC(=O)NCCC1=CCCCC1)S(C)(=O)=O | -0.3% | -9
COc1ccc(NC(=O)c2c(NC(=O)CCC(=O)O)sc3c2CCCCC3)cc1 | 4.0% | -4
CC1=CS(=O)(=O)CC1Sc1nc2ccccc2[nH]1 (stereo not given) | 2.8% | .
COc1cc2c(cc1NC(=O)c1cccnc1)oc1ccccc12 | -0.1% | .
OCCNc1nc(Nc2ccc(Cl)cc2)nc(N2CCCC2)n1 | -1.1% | .

(listing goes on)
mol | M. tuberculosis GlmU | Mtb RmlCD inh
O=C1C2C(C(=O)N1c1ccncc1)C1C=CC2C12CC2 (stereo not given) | 2.7% | -9
Cc1ccc(-n2c(O)c(/C=N/NC(=O)c3ccncc3)c(=O)[nH]c2=O)cc1 | -3.4% | -1
Cc1ccc(S(=O)(=O)NCC(=O)N/N=C/c2ccc(Cl)cc2)cc1 | 7.1% | -13
Clc1ccc2nc3c4ccccc4cnn3c2c1 | -0.8% | -3
CCCCCCNS(=O)(=O)c1ccc(Cl)s1 | -1.5% | .
c1cc2c(cc1-c1csc(NNC3=NCCCCC3)n1)OCCO2 | -2.7% | 2
Cn1c(SCc2nc3cc(C(=O)O)ccc3c(=O)[nH]2)nnc1C(F)(F)F | -3.0% | 4
COc1ccc(NC(=S)N(CCCN2CCCCCC2)Cc2cccs2)cc1 | -4.5% | 13
O=C(COC(=O)CSc1cc(Cl)ccc1Cl)Nc1ncc(C(F)(F)F)cc1Cl | 0.7% | -6
O=C(CSC1=NCCS1)Nc1nc2c(s1)CCCC2 | 0.5% | 6
COc1ccc(C2C(C#N)=C(N)OC3=C2C(=O)CC(C)(C)C3)cc1 (stereo not given) | 2.4% | 3
CCN1C(=O)N[C@@H](CCc2ccccc2)[C@H](C(C)=O)[C@H]1C | 2.0% | .
Cc1nc2ccccc2c(=O)n1/N=C/c1ccco1 | -1.3% | -18
Cc1nn(Cc2ccc(Cl)cc2)c(C)c1NC(=O)c1ccc([N+](=O)[O-])cc1 | -4.4% | 9
CCOC(=O)C1(CCCc2ccccc2)CCN(C(=O)COC)CC1 | -1.5% | 28
CCOC(=O)c1c(NC(=O)Cn2nc(C(=O)O)c3ccccc3c2=O)sc(C)c1C | . | 11
Cc1ccccc1NC(=S)Nc1ccc2cn[nH]c2c1 | -1.9% | 3
Cc1noc(C)c1CSc1ncnc2sc3c(c12)CCC3 | -5.7% | .
COC(=O)C(C)(C)ONC(=O)Nc1ccccc1[N+](=O)[O-] | -8.1% | 11
CC1CCCCC1NC(=O)/C(C#N)=C/c1ccccc1F (stereo not given) | -5.8% | -6
Cc1ccc(C(=O)OCn2ncc(Cl)c(Cl)c2=O)cc1 | 2.8% | 15
COc1ccc(C2CC(=O)C3=C(C2)Nc2ccccc2N(C(=O)CCC(=O)O)C3c2ccc(F)cc2)cc1 (stereo not given) | 3.9% | -12
COC(=O)c1[nH]c(C)c(/C(O)=C2\C(=O)C(=O)N(CCN(C)C)C2c2ccco2)c1C (stereo not given) | -3.2% | .
CCCCN(CCCC)C(=S)NC(=O)c1ccccc1Cl | 5.6% | -14
O=C(COC(=O)C1CCN(S(=O)(=O)c2cccc3cccnc23)CC1)c1ccc([N+](=O)[O-])cc1 | 0.5% | 19

Structures shown so far that contain a tert-butyl group, in the order listed:
mol | M. tuberculosis GlmU | Mtb RmlCD inh
CC(C)(C)NC(=O)c1cccc(NC(=O)Cc2cccs2)c1 | -0.9% | -13
CC(C)(C)c1ccc(/C=C/C(=O)N2CCc3ccccc3C2)cc1 | -1.4% | 7

More entries
mol | M. tuberculosis GlmU | Mtb RmlCD inh
Cc1ccc(C(=O)Nc2ncc(Cc3ccccc3)s2)o1 | 0.0% | 10
O=C(CN1C(=O)NC2(CCCCC2)C1=O)Nc1cccc(S(=O)(=O)N2CCOCC2)c1 | -4.3% | .
Cc1ccc(NC(=O)COC(=O)C2CCC(=O)N2)c([N+](=O)[O-])c1 (stereo not given) | -1.3% | 8
COc1cc(CC(=O)Nc2cccc(SC)c2)cc(OC)c1OC | 1.4% | -7
CC(=O)c1ccc(S(=O)(=O)N2CCN(c3nc4c(C)c(C)ccc4cc3C#N)CC2)cc1 | -4.8% | .
Cc1ccc(NC(=O)CO/N=C(\N)c2nonc2N)cc1 | 0.5% | .
O=C1CCCc2[nH]nc(-c3cccnc3)c21 | -1.4% | 8
O=C(COC(=O)c1ccccc1Br)NCc1ccccc1 | -1.7% | -4
Cc1cc(C)c(S(C)(=O)=O)c(Sc2ccc(Cl)cc2)n1 | 2.4% | .
CSc1ccc(CN2CCN(Cc3ccccc3)C(CCO)C2)cc1 (stereo not given) | -2.5% | -7
O=C(O)c1ccccc1CSc1nc2ccccc2o1 | -0.6% | .
COc1ccccc1NC(=O)N(Cc1ccco1)Cc1cc2cc(C)cc(C)c2[nH]c1=O | 1.1% | .
Cc1nc2ccc(S(=O)(=O)NCC(=O)N(C)Cc3ccco3)cc2s1 | 0.2% | 0
Cc1nn(Cc2ccc(Cl)cc2Cl)c(C)c1NC(=O)c1ccc(COc2cc(Cl)ccc2Cl)o1 | -1.2% | 8
CCCn1c(SCC(=O)c2c(C)[nH]c(C)c2C(=O)OCC)nc2ccccc21 | -4.5% | 6
CCCn1c(N2CCN(Cc3cccc(C)c3)CC2)nc2c1c(=O)[nH]c(=O)n2C | 8.0% | -7
O=[N+]([O-])C(=C1NCCN1)C(Cl)=C(Cl)Cl | 2.4% | 8
CCCc1cc(=O)oc2c(CN3CCN(C)CC3)c(O)c(Cl)cc12 | 0.9% | -1
CCn1cc(C(=O)N2CCCC2)c(=O)c2cc(S(=O)(=O)N(C)C)ccc21 | -3.7% | -9
Cc1ccc(N2CN(Cc3cccnc3)CNC2=S)c(C)c1 | 0.2% | .
CCOC(=O)c1[nH]c(C)c(CCC(=O)OC)c1C | -0.1% | 11
CC(=O)OC1CC(C)(C)N(OC(=O)c2ccc(N)cc2)C(C)(C)C1 | -3.4% | .
COc1cccc(N(CC(=O)NCCSc2ccccn2)S(C)(=O)=O)c1 | 3.2% | -5

Source: PubChem (several laboratories)

This is a subset; the hit share may differ from the screen's.
